# Salmonella PhoP GFP – inhibitors of PhoP regulon expression, primary screen, Salmonella Typhimurium, GFP reporter (AID 1863); S. Typhimurium PhoP-regulated promoter GFP reporter, 4 h; higher % means a stronger effect; inhibition, % at 50 µM; hits with a dose series show IC50 in µM; actives 0.16% (n = 300,000);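 active = inhibition over 29.93%, a cutoff 3 SD above the screen mean, later confirmed by dose response; inconclusive = inhibition over 29.93% but no dose response follow-up; inactive = inhibition at most 29.93% or unconfirmed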;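 note: 0% = low Mg2+ inducing control and 100% = high Mg2+ repressing control; strong numbers were not always called active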
# human PMI inhibitors – MPI inhibition at elevated mannose 6-phosphate – biochemical, fluorescence intensity, high mannose 6-phosphate, primary screen (AID 1220); recombinant PMI enzyme, coupled fluorescence intensity; higher % means a stronger effect; inhibition, % at 20 µM, or IC50 in µM where a hit was titrated; actives 0.66% (n = 190,000)
# TNAP activators – human TNAP enzyme activators, primary screen, biochemical, luminescent, no phosphate acceptor, uHTS (AID 1001); purified TNAP, luminescent activation assay, no phosphate acceptor; higher activation fold means a stronger effect; one-dose activation fold at 20 µM; EC50 in µM for titrated hits; actives 0.03% (n = 200,000); in the data active = activation fold from about 3, or a potency from the dose series; inactive = the rest, 99 in 100 with activation fold below about 1.6; note: many of its hits are not listed in these tables
# Myeloid diff MLP – promotes myeloid progenitor differentiation; actives 1% (n = 360,000); AID 624256; ER-HoxA9 myeloid progenitors, lysozyme-GFP differentiation, flow cytometry; calls only at 10 µM;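 active = normalized GFP-positive differentiation at or above the plate's own cutoff, the solvent-only control mean plus 3 SD; inconclusive = no clear call, values can overlap the other calls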;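 note: cells exposed to compound for four days before flow analysis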
# PMI inhibitors – inhibitors of human PMI, primary screen, biochemical, fluorescence intensity, coupled assay (AID 1209); purified PMI enzyme, coupled fluorescence intensity; higher % means a stronger effect; inhibition, % at 20 µM, or IC50 in µM where a hit was titrated; actives 0.42% (n = 190,000);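 note: plate controls were DMSO vehicle for no effect and wells lacking substrate for full effect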
# WT yeast gro inh – growth inhibition of WT yeast, mitochondrial fusion screen | AID 1362 | inhibition, % at 10 µM | actives 2.1% (n = 190,000) | mitochondrial fusion phenotypic screen, WT strain; in the data active = inhibition above about 58%; tested in S. cerevisiae
# RSV CPE inhibition – RSV antiviral activity via CPE protection, HEp-2 cells, primary 10 µM value included (AID 2391) | HEp-2 cells, RSV-induced CPE inhibition; higher % means a stronger effect | actives 0.13% (n = 310,000) | one-dose CPE inhibition, % at 10 µM; IC50 in µM for titrated hits; in the data active = a potency from the dose series; inconclusive = CPE inhibition mostly from about 23% at the one dose, without a potency; inactive = the rest, 99 in 100 with CPE inhibition below about 21%; note: strong numbers were not always called active
# SIAH1 antagonists – Siah-1 peptide-binding antagonists, primary screen, biochemical, fluorescence polarization, rhodamine-plectin, uHTS (AID 1817). Siah-1 / rhodamine-plectin peptide fluorescence polarization; higher % means a stronger effect. displacement, % at 20 µM, or IC50 in µM where a hit was titrated. actives 0.02% (n = 290,000);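 active = displacement of at least 50% at 20 µM, with a fluorescence ratio check between 0.3 and a set limit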;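 note: plate controls were Siah plus tracer with DMSO for no effect and tracer alone without Siah for full effect; strong numbers were not always called active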
# XIAP displacement – XIAP antagonists, biochemical, IAP family, fluorescence polarization (AID 1018) | one-dose displacement, % at 20 µM; IC50 in µM for titrated hits | XIAP BIR domain, fluorescence polarization peptide displacement; higher % means a stronger effect | actives 0.007% (n = 200,000); in the data active = displacement above about 50%; note: a part of the inactive calls stands beside numbers as strong as those of hits
# WT yeast gro inh mutant strain – also measured in WT yeast gro inh; calls as there; inhibition, %; mitochondrial fusion phenotypic screen, mutant strain inhibition
# Myeloid diff MLP GFP+ MAC1+ % – also measured in Myeloid diff MLP; calls as there; GFP+ MAC1+ double positive, %; measured here: differentiation confirmed by MAC1 staining
# The depositor's hits bear a star; i = inactive; ? = inconclusive; / = no result given; + = active, no number. Cut-off read from the data, not from the text of the source, unless noted: active = inhibition above about 50%; inactive = the rest.
SMILES,Salmonella PhoP GFP,human PMI inhibitors,TNAP activators,Myeloid diff MLP,Myeloid diff MLP GFP+ MAC1+ %,PMI inhibitors,WT yeast gro inh,WT yeast gro inh mutant strain,RSV CPE inhibition,SIAH1 antagonists,XIAP displacement
COC(=O)c1cc(NS(=O)(=O)c2ccc(N3CCCCC3)c([N+](=O)[O-])c2)cc(C(=O)OC)c1,8%,16%,1,i,1.9,17%,9,-9,1.8%,1%,-5.3%
COc1ccc(C)cc1C(=O)CCC(=O)NC1CCCCC1,-2%,-8%,1.1,/,/,-6%,2,3,-0.4%,5%,-2.2%
Cc1ccc(Cn2cc(/C=N/NC(=O)Cc3nnc(NC(=O)c4ccc(C)cc4)s3)c3ccccc32)cc1,4%,-19%,1.2,i,0.3,-9%,-3,-4,-0.7%,-6%,-9.8%
CCCc1nn(C)c(C(=O)Nc2ccc(C)c(C)c2)c1Cl,-9%,-2%,1,i,0.8,3%,21,1,11%,18%,-2.2%
CC1CCN(C(=O)c2cc3nc(C4CC4)cc(C(F)(F)F)n3n2)CC1,4%,6%,1,i,1.0,3%,19,5,6.0%,-7%,-8.4%
O=C(Cc1ncon1)Nc1ccc(F)c(F)c1F,15%,/,/,i,0.5,/,/,/,0.7%,-3%,/
CN(CCO)C1=CC(=O)CC(C)(C)C1,-1%,-11%,1.1,i,1.6,-12%,4,-3,0.3%,7%,0.4%
COc1cccc2c1OCC(CN1CCN(C3CCCCC3)C(CCO)C1)=C2 (stereo not given),0%,4%,1.1,i,0.8,4%,1,4,-2.1%,6%,-0.3%
CC(=O)N1CCC(N(CCN2CCOCC2)C(=S)Nc2cccc(C)c2)CC1,0%,-12%,1.1,i,0.2,4%,8,-4,0.1%,1%,-5.0%
CN1CCN(S(=O)C23CC4CC(CC(C4)C2)C3)CC1 (stereo not given),0%,5%,1.1,i,8.9,-9%,7,-4,1.6%,3%,-3.5%
COc1ccc(NC(=O)c2ccsc2NC(C)=O)cc1,2%,0%,1.1,i,0.4,-3%,-8,-4,-0.3%,2%,-1.9%
O=C1CCC(C(=O)O)N1 (stereo not given),7%,/,/,i,1.8,/,/,/,2.3%,3%,/
COc1ccc(C2CC(c3cccs3)=NN2C(=O)CSc2nc3c(cnn3-c3ccccc3)c(=O)[nH]2)cc1 (stereo not given),-2%,10%,1.1,i,1.6,0%,-11,0,13%,23%,-0.3%
COc1ccc(NC(=O)CN2CCC(C)CC2)c([N+](=O)[O-])c1,15%,8%,1,i,5.0,4%,8,-16,1.9%,0%,-4.6%
CCCCCCCC(=O)NN1CCOCC1,-2%,-1%,1,i,1.3,-10%,-7,-13,0.5%,0%,-2.4%
O=C(Cc1ccc(F)cc1)N/N=C/c1ccncc1,20%,-4%,1.1,i,2.2,-6%,19,-1,1.4%,4%,-2.8%
CN(CC(CC(=O)Nc1nncs1)c1ccccc1)S(=O)(=O)c1ccc(Br)cc1 (stereo not given),-1%,6%,1.1,i,2.2,10%,9,-3,4.0%,1%,-6.1%
COC(=O)/C(C(C)=O)=C(/C=C/C=C/N(C)C)N(C)C,-9%,1%,1,i,1.9,4%,2,17,0.2%,2%,-3.7%
CCN(CC)CCNC(=O)c1cn(CC)c2cc(N3CCN(C)CC3)c(F)cc2c1=O,25%,/,/,i,0.8,/,/,/,0.7%,1%,/
Cc1c(CCC(=O)O)c(=O)oc2c(C)c3occ(-c4ccc(Br)cc4)c3cc12,-6%,/,/,i,0.4,/,/,/,?,28%,/
CCOc1ccc(-c2nc3ccccc3c(=O)o2)cc1,4%,-2%,1,i,0.3,0%,11,-5,1.4%,-1%,-5.3%
CSCC[C@H](NC(=O)[C@H]1N2C(=O)c3ccccc3C2SC1(C)C)C(=O)NCc1ccncc1 (stereo not given in full),3%,/,/,i,6.3,/,/,/,-0.6%,3%,/
CCN1C(=O)c2ccc(C(=O)Nc3nccs3)cc2C1=O,6%,8%,1.1,i,0.4,13%,17,6,-0.2%,-2%,-17%
CC1CCCCN1CCCNC(=O)CN1C(=O)c2cccnc2Oc2ccccc21 (stereo not given),6%,/,/,i,1.7,/,/,/,2.7%,1%,/
COc1cc(NC(=O)c2ccccc2)cc(OC)c1,-1%,-4%,1.1,i,1.3,-4%,0,-14,2.1%,-3%,-4.7%
CCn1c(O)c(N=NC(=O)c2cccnc2)c2cc(Br)ccc21,-7%,/,/,i,0.5,/,/,/,1.9%,-4%,/
O=C(NCc1cccnc1)c1cccnc1Sc1ccc(Cl)cc1,-7%,-7%,1.1,i,0.7,-5%,-3,-13,-0.6%,2%,-3.1%
O=C(Cn1nc(-c2ccccc2F)ccc1=O)NCc1ccc2c(c1)OCO2,-10%,-6%,1,i,4.0,-6%,7,6,-0.5%,1%,-8.2%
O=C(NC1CCN(Cc2ccccc2)C1)c1cc(COc2ccc(F)cc2F)on1 (stereo not given),-3%,-6%,1,i,0.2,-5%,9,10,?,-6%,-5.9%
Cc1cc(C)n(CC(=O)N2c3ccccc3Sc3ccc(C(F)(F)F)cc32)n1,-5%,-2%,1,i,0.6,-2%,29,1,2.6%,0%,-1.3%
N#C/C(=C\C=C\c1ccccc1[N+](=O)[O-])C(=O)NC1CCCCC1,-4%,14%,1.1,/,/,14%,6,11,-0.2%,9%,-14%
CC(C)(C)n1nc2c(c1NC(=O)c1cc([N+](=O)[O-])ccc1Cl)CS(=O)(=O)C2,0%,/,/,i,11,/,/,/,2.4%,-6%,/
Cc1cccc(OCC(=O)N(Cc2ccc(C)o2)C2CCS(=O)(=O)C2)c1 (stereo not given),0%,/,/,?,/,/,/,/,0.8%,0%,/
CC1CC(C)CN(CCCNC(=O)C2CCN(c3nnc(-n4cccc4)s3)CC2)C1 (stereo not given),9%,/,/,i,2.2,/,/,/,-2.5%,-8%,/
CN1CCN(c2ccc(C(=O)c3ccc(Br)cc3)cc2[N+](=O)[O-])CC1,-8%,0%,1.1,i,0.2,5%,37,42,11%,7%,-5.6%
CC(=O)N1CCc2c(sc(NC(=O)C3CC3)c2-c2nc3ccccc3s2)C1,-12%,3%,1.2,+,28*,15%,8,1,?,16%,-7.6%
Cc1ccccc1-n1c(=O)cc(N2CCN(Cc3ccccc3)CC2)[nH]c1=O,4%,-2%,1,i,1.7,8%,-4,-7,-0.5%,2%,-6.5%
Cc1cc(Oc2ccc(Br)cc2)nc(SCC(=O)c2ccccc2)n1,19%,6%,1.1,i,0.8,17%,21,-19,2.3%,9%,-4.3%
COc1ccc(-c2nnc3n2CCCCC3)cc1OC,0%,/,/,?,/,/,/,/,1.4%,1%,/
CCOC(=O)C(NC(C)=O)(Nc1cccc(F)c1)C(F)(F)F (stereo not given),-2%,4%,1.1,i,1.7,11%,10,12,1.9%,-1%,1.2%
CCOc1ccc(NS(=O)(=O)c2ccc(OC)c(C)c2)cc1,7%,5%,1.2,i,4.2,5%,20,25,2.5%,3%,-0.4%
Cc1nn2c3ccccc3nc2c2ccccc12,-3%,-2%,1.2,i,1.7,4%,/,/,10%,0%,1.9%
CC(Cc1cccs1)NC(=S)Nc1ccc(Cl)cc1 (stereo not given),4%,8%,1.2,i,0.3,3%,67*,63*,-0.4%,-1%,-3.5%
CCOC(=O)N1CCC(NS(=O)(=O)c2ccc(NC(C)=O)c(Cl)c2)CC1,-4%,/,/,i,0.5,/,/,/,4.9%,14%,/
Cc1cccc(-n2nnnc2SCC(=O)NCCN2C(=O)CSC2=O)c1,12%,-11%,1.1,i,2.2,-10%,-8,-9,2.2%,-1%,-3.8%
CCOCCCNC(=O)c1c[nH]c2cc(C)ccc2c1=O,-3%,-15%,0.9,i,0.4,-8%,-8,6,0.8%,-2%,-2.8%
Cn1c(=O)c2c(ncn2CC(=O)OCC(=O)NCc2ccccc2Cl)n(C)c1=O,-1%,14%,1.1,i,0.4,8%,-2,-30,4.7%,1%,-3.2%
CN(C(=O)c1ccc2c(Cl)c3c(nc2c1)CCC3)c1ccccc1,5%,14%,1.1,i,4.5,6%,37,11,6.9%,-1%,-3.7%
O=C(NC1CCCCC1)C(=O)c1c[nH]c2ccccc12,1%,/,/,i,0.6,/,/,/,2.0%,1%,/
CCCc1c(O)nc(SCC(=O)NCc2ccco2)[nH]c1=O,6%,11%,1.1,i,0.1,2%,-1,-2,2.2%,-2%,2.1%
CN1CCN(C(=O)c2cccn(Cc3ccc(C(F)(F)F)cc3)c2=O)CC1,-1%,/,/,i,0.4,/,/,/,1.1%,-5%,/
CCC1(C)Cc2nc3[nH]c(=S)n(-c4ccc(C)cc4)c(=O)c3cc2CO1 (stereo not given),6%,6%,1.1,i,0.6,11%,-3,-16,2.1%,-6%,-2.3%
CC(C)C1Cc2c(sc3ncnc(NN)c23)CO1 (stereo not given),8%,/,/,i,0.5,/,/,/,7.6%,1%,/
Cc1c(C(=O)Nc2c(C)n(C)n(-c3ccccc3)c2=O)oc2ccccc12,6%,14%,1.1,i,1.6,12%,-8,3,1.1%,2%,2.1%
O=C(NCc1ccco1)c1sc2cccc(F)c2c1Cl,7%,-14%,1.1,i,0.9,-7%,-6,-10,-0.9%,-1%,-6.5%
COc1cc(-n2c(C)nc3cc(C(=O)NCC4CCCO4)ccc32)cc(OC)c1OC (stereo not given),8%,/,/,i,4.8,/,/,/,1.8%,1%,/
O=C(Nc1ccc(OCC(=O)N2CCOCC2)cc1)c1ccccc1Cl,-1%,/,/,i,0.9,/,/,/,1.9%,2%,/
CN(C)c1nc(C(F)(F)F)cc(=O)[nH]1,6%,-2%,1.1,i,0.3,0%,4,10,0.8%,9%,-5.4%
O=C(NC(=S)NNC(=O)c1ccccc1O)c1ccccc1,22%,/,/,i,0.7,/,/,/,-4.4%,-5%,/
COc1ccccc1C(=O)NC1CCN(C(=S)NCCc2ccccc2)CC1,-6%,3%,1.1,i,0.3,4%,14,-4,7.5%,8%,-11%

# Single records, from the list above.
# O=C(NCc1ccco1)c1sc2cccc(F)c2c1Cl is entered as Salmonella PhoP GFP: 7%; human PMI inhibitors: -14%; TNAP activators: 1.1; Myeloid diff MLP: i; Myeloid diff MLP GFP+ MAC1+ %: 0.9; PMI inhibitors: -7%; WT yeast gro inh: -6; WT yeast gro inh mutant strain: -10; RSV CPE inhibition: -0.9%; SIAH1 antagonists: -1%; XIAP displacement: -6.5%
# COc1cc(-n2c(C)nc3cc(C(=O)NCC4CCCO4)ccc32)cc(OC)c1OC (stereo not given) is entered as Salmonella PhoP GFP: 8%; human PMI inhibitors: /; TNAP activators: /; Myeloid diff MLP: i; Myeloid diff MLP GFP+ MAC1+ %: 4.8; PMI inhibitors: /; WT yeast gro inh: /; WT yeast gro inh mutant strain: /; RSV CPE inhibition: 1.8%; SIAH1 antagonists: 1%; XIAP displacement: /
